HP1b chromo inh – inhibitors of HP1-beta chromodomain binding to methylated histone tails; 0.56% of 390,000 active; Potency, µM (top dose mostly 114 µM), for the others: at the highest dose activity change, negative = inhibition, most hits filed as inhibitors; AlphaScreen HP1-beta / biotin-H3K9me3 peptide binding; P83916; AID 540317; further: potency means the concentration at half of the fitted maximal effect; nearly all actives have a fitted effect of over 70% in size; inactives centre near 23
Target sequence (P83916 whole entry, looked up): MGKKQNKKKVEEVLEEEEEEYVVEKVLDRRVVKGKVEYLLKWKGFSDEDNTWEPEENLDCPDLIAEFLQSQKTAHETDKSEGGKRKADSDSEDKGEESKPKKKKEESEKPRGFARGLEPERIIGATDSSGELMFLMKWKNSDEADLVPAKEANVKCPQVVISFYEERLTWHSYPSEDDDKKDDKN
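HP1-beta protein (50 nM final) preincubated 30 min at room temperature with biotinylated H3(1-18)K9me3 peptide (50 nM) in PBS pH 7.4, 0.01% Tween-20, then compound added for 30 min. AlphaScreen streptavidin donor/nickel chelate acceptor beads (10 ug/mL final), 30 min dark, luminescence read.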
GLS inhibitor – glutaminase GLS (human) inhibition | O94925 | Potency, µM (series often up to 45.5 µM), inactives show top-dose activity change, negative = inhibition, usual class: inhibitors | 0.21% of 410,000 active | GLS enzymatic activity, qHTS titration; further: potency means the concentration at half of the fitted maximal effect; on the % scale 0 is the no-effect control and ±100 the full control effect
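Two-point fluorescence kinetic (t0, 30 min RT) for hKGA; glutamate detected via glutamate oxidase–HRP–Amplex Red. Substrate: 1 mM L-glutamine solution; buffer 45 mM KH2PO4, pH 8.2.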
USP1-UAF1 inh – blocks the human USP1/UAF1 deubiquitinase complex | O94782 | recombinant USP1/UAF1, Ub-Rhodamine cleavage fluorescence | AID 743255 | 0.23% of 390,000 active | Potency, µM (highest dose often 57.1 µM), for the others: at the highest dose activity change, negative = inhibition, most hits filed as inhibitors; further: potency means the concentration at half of the fitted maximal effect; on the % scale 0 is the no-effect control and ±100 the full control effect; nearly all actives have a fitted effect of over 60% in size; inactives centre near -12
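Step one: compound is pinned into 1nM USP1/UAF1 in HEPES pH 7.8 buffer with TCEP. Step two: 15 min room-temperature incubation. Step three: Ub-Rho (150nM final) starts cleavage, tracked by fluorescence over six one-minute reads.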
rTrxR1 inhibitor – rat TrxR1 inhibition. 1% of 390,000 active. recombinant rTrxR1, NADPH fluorescence consumption, selenite substrate. Potency, µM (series often up to 114 µM), for the others: top-dose activity change, negative = inhibition, hits mostly inhibitors; further: potency means the concentration at half of the fitted maximal effect; on the % scale 0 is the no-effect control and ±100 the full control effect; nearly all actives have a fitted effect of over 65% in size
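Rat TrxR1 (90 nM in the dispensed reagent) was pre-reduced with 400 uM NADPH for 5 min at room temperature, then incubated with compound for 15 min. After 400 uM selenite was added, NADPH fluorescence (Ex 340/Em 450 nm) was followed for 8 min.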
Pin1 inh – human Pin1 inhibition; AID 504891; Potency, µM (titrated, usually from 115 µM), for inactives: at the highest dose activity, negative = inhibition, usual class: inhibitors; 0.009% of 390,000 active; Pin1 FP peptide displacement, HiFluor488, 10 min; active means well fitted inhibition curve with a large enough effect in the polarisation, with a control signal flat, not every such curve was filed as active; inconclusive means small, poorly fitted or top-dose-only effect, or effect the other way, or a change in a side signal; inactive means no such curve, though single readings can be large or run the other way; the % refers to the polarisation; further: potency means the concentration at half of the fitted maximal effect; on the % scale 0 is the no-effect control and ±100 the full control effect
Target sequence (Q13526 whole entry, looked up): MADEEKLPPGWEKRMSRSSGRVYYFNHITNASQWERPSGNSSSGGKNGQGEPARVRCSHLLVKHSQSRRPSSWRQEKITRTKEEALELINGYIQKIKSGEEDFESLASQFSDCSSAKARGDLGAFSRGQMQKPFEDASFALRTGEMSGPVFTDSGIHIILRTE
Tb PGK inh – inhibitors of T. brucei phosphoglycerate kinase. P07378. PGK/GAPDH coupled, Kinase-Glo luminescence, 60 min. Potency, µM (top dose mostly 57.5 µM), inactives show at the highest dose activity change, negative = inhibition, hits mostly inhibitors. 0.043% of 380,000 active; further: potency means the concentration at half of the fitted maximal effect; on the % scale 0 is the no-effect control and ±100 the full control effect; nearly all actives have a fitted effect of over 60% in size
Target sequence (P07378 whole entry, looked up): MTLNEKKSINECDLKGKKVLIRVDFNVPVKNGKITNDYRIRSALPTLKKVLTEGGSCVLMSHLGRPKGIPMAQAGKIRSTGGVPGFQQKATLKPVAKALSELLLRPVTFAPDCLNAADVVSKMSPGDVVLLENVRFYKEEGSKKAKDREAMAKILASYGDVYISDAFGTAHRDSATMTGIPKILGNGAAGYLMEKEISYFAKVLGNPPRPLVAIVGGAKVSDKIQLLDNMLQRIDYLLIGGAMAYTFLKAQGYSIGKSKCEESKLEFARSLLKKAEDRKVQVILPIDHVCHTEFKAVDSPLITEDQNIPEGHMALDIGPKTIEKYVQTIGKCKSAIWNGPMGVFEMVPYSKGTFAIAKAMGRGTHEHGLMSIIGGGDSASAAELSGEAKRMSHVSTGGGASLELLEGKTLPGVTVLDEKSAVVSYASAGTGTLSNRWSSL
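Luminescent ATP detection (Kinase-Glo Plus) follows a 60-minute room-temperature incubation, with wells lacking PGK as controls. Buffer: 100 mM TEA (pH 7.6), 5 mM MgCl2, 0.01% Tween-20. Coupling enzyme GAPDH (100 nM final) supplies unstable 1,3-BPG in-well.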
TrxR1 substrate – substrates of rat thioredoxin reductase 1; O89049; 0.01% of 390,000 active; Potency, µM (titrated, usually from 114 µM), inactives show top-dose activity change, negative = substrate turnover; AID 588456; purified TrxR1 substrate turnover, NADPH consumption readout; further: potency means the concentration at half of the fitted maximal effect; on the % scale 0 is the no-effect control and ±100 the full control effect; nearly all actives have a fitted effect of over 50% in size
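Rat TrxR1, dispensed at 90 nM, was prereduced with 400 uM NADPH (final) for 5 min at ~22 deg C, then incubated with compound 15 min before 400 uM selenite. A first-read NADPH fluorescence drop versus no-compound background flagged substrates.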
IDH1 R132H inh – human IDH1 R132H inhibition; IDH1-R132H enzyme, NADPH consumption, diaphorase/resazurin fluorescence; Potency, µM (highest dose often 76.6 µM), for inactives: top-dose activity change, negative = inhibition, most hits filed as inhibitors; 0.093% of 390,000 active; O75874; further: potency means the concentration at half of the fitted maximal effect; on the % scale 0 is the no-effect control and ±100 the full control effect; nearly all actives have a fitted effect of over 65% in size
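IDH1-R132H (0.5 ug/mL) preincubated 30 min with compound, then NADPH (0.016 mM) and alpha-KG (2 mM) added; 80 min at RT, pH 7.5. Remaining NADPH coupled via diaphorase/resazurin to fluorescence (540/590 nm); concentration-response curves normalized to no-enzyme control.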
PI4K2A block – PI4K2A (human) kinase inhibition. Q9BTU6. purified PI4K2A, ADP-Glo luminescence, 1 h; stronger effect = lower value. activity change, negative = inhibition, % at 76.9 µM. 0.13% of 420,000 active. AID 1346378; in the data active means activity change below about -50%; inconclusive means mostly about -30% to -49%;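 further: -100% = wells without enzyme as full effect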
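In this quantitative HTS, ADP production by PI4K2A was quantified luminescently after 1 h at ambient temperature; 100 microM adenosine served as plate-quality control.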
Starred values were filed as active, the others as inactive; i = inactive; ? = inconclusive; [ ] = remark or other dose. Unless noted, the call rests on the fitted dose curve; in most records, active means well fitted curve in the direction sought with a large enough effect; inconclusive means small, poorly fitted or top-dose-only effect, or another doubt; inactive means no such curve, though single readings can be large; an effect the other way counts as inactive or inconclusive.

SMILES	HP1b chromo inh	GLS inhibitor	USP1-UAF1 inh	rTrxR1 inhibitor	Pin1 inh	Tb PGK inh	TrxR1 substrate	IDH1 R132H inh	PI4K2A block
O=C(NCCN1CCOCC1)c1cnn2c1NC(c1cccs1)CC2C(F)(F)F (centres undefined)	62%[activator]	-3%	-2%	8%[57.1 µM]	4%	-1%	5%[57.1 µM]	0%	-1
O=C(Nc1nc2ccc(F)cc2s1)Oc1ccccc1	0%	-5%	-10%	28%	-4%	-12%	6%	-4%	-10
CC1CCCCN1CCn1c(=S)[nH]c2ncccc2c1=O (centres undefined)	-2%	29%	-10%	-18%	6%	i	-3%	4%	-2
CCN(CC)CCCNC(=O)c1oc2ccc3c(c2c1C)C(O)CC(C)(C)O3 (centres undefined)	50%[activator]	14%	-14%	6%	-10%	4%	58%[activator]	-3%	-5
O=C(c1ccc(Cl)s1)N1CCCC1	13%	-8%	-14%	11%	-6%	-2%	-7%[57.1 µM]	2%	-7
CCOC(=O)c1c(S(=O)(=O)N2CCN(C)CC2)c(C)n(C)c1C	25%	-1%	-24%	12%	-5%	7%	5%	-7%	0
CC(NC(=O)COC(=O)/C(=C/c1cccs1)c1cccs1)c1ccccc1 (centres undefined)	15%	-4%	-18%	16%	27%	-1%	-8%	-1%	-3
Cc1ccccc1OCc1nnc(SCc2cc(=O)c3ccccc3[nH]2)n1C	14%[57 µM]	1%	-18%	-2%[57.1 µM]	-3%	-1%	-7%[57.1 µM]	17%	0
Cc1ccccc1NC(=O)C1CCCN(S(=O)(=O)c2cnc[nH]2)C1 (centres undefined)	56%[activator]	-6%	-28%	2%	-4%	i	0%	12%	0
CCOC(=O)c1nn(-c2cccc(Cl)c2)c2nc(CC(C)C)c(C#N)c(=O)n12	23%	3%	-11%	-8%	-2%	-1%	1%	1%	-4
COc1ccc(OC)c(N/C(C)=C/C(=O)c2ccccc2)c1	?	24%	-4%	-13%	0%	-5%	-13%	-2%	-12
CC(=O)NC1C(OCc2ccccc2)OC(COC(C)=O)C(OC(C)=O)C1OC(C)=O (centres undefined)	32%	-1%	1%	2%	-1%	3%	-2%	-8%	4
CCOC(=O)N1CCN(c2c(NCc3cccs3)c(=O)c2=O)CC1	37%	19%	-30%	11%	-3%	-8%	-4%	4%	0
Cc1onc(-c2ccccc2)c1C(=O)Nc1nnc(N2CCCCCC2)s1	35%	0%	-25%	19%	-1%	-4%	5%	7%	0
Cc1noc(/C=C/c2ccccc2F)c1S(=O)(=O)N1CCC(C(=O)NCc2ccco2)CC1	26%[57 µM]	-5%	-6%	3%[57.1 µM]	-3%	i	-1%[57.1 µM]	17%	-3
CCOC(=O)C1CCCN(C(=O)c2ccc([N+](=O)[O-])cc2)C1 (centres undefined)	21%	-4%	-7%	-19%	1%	-3%	-5%	4%	0
Cc1onc(-c2ccccc2Cl)c1C(=O)Nc1ccc(S(=O)(=O)Nc2nccs2)cc1	22%	-3%	-13%	-5%[57.1 µM]	-1%	-5%	-6%[57.1 µM]	-15%	-3
CCN=C1SCC(=O)N1c1ccc(OC)cc1	16%	-1%	-13%	13%	-1%	-10%	3%	12%	1

Not a retest: entries from further up.
SMILES	HP1b chromo inh	GLS inhibitor	USP1-UAF1 inh	rTrxR1 inhibitor	Pin1 inh	Tb PGK inh	TrxR1 substrate	IDH1 R132H inh	PI4K2A block
CC1CCCCN1CCn1c(=S)[nH]c2ncccc2c1=O (centres undefined)	-2%	29%	-10%	-18%	6%	i	-3%	4%	-2
CCN(CC)CCCNC(=O)c1oc2ccc3c(c2c1C)C(O)CC(C)(C)O3 (centres undefined)	50%[activator]	14%	-14%	6%	-10%	4%	58%[activator]	-3%	-5
O=C(c1ccc(Cl)s1)N1CCCC1	13%	-8%	-14%	11%	-6%	-2%	-7%[57.1 µM]	2%	-7
CCOC(=O)c1c(S(=O)(=O)N2CCN(C)CC2)c(C)n(C)c1C	25%	-1%	-24%	12%	-5%	7%	5%	-7%	0
CC(NC(=O)COC(=O)/C(=C/c1cccs1)c1cccs1)c1ccccc1 (centres undefined)	15%	-4%	-18%	16%	27%	-1%	-8%	-1%	-3
Cc1ccccc1OCc1nnc(SCc2cc(=O)c3ccccc3[nH]2)n1C	14%[57 µM]	1%	-18%	-2%[57.1 µM]	-3%	-1%	-7%[57.1 µM]	17%	0
Cc1ccccc1NC(=O)C1CCCN(S(=O)(=O)c2cnc[nH]2)C1 (centres undefined)	56%[activator]	-6%	-28%	2%	-4%	i	0%	12%	0
CCOC(=O)c1nn(-c2cccc(Cl)c2)c2nc(CC(C)C)c(C#N)c(=O)n12	23%	3%	-11%	-8%	-2%	-1%	1%	1%	-4
COc1ccc(OC)c(N/C(C)=C/C(=O)c2ccccc2)c1	?	24%	-4%	-13%	0%	-5%	-13%	-2%	-12
CC(=O)NC1C(OCc2ccccc2)OC(COC(C)=O)C(OC(C)=O)C1OC(C)=O (centres undefined)	32%	-1%	1%	2%	-1%	3%	-2%	-8%	4
CCOC(=O)N1CCN(c2c(NCc3cccs3)c(=O)c2=O)CC1	37%	19%	-30%	11%	-3%	-8%	-4%	4%	0
Cc1onc(-c2ccccc2)c1C(=O)Nc1nnc(N2CCCCCC2)s1	35%	0%	-25%	19%	-1%	-4%	5%	7%	0
Cc1noc(/C=C/c2ccccc2F)c1S(=O)(=O)N1CCC(C(=O)NCc2ccco2)CC1	26%[57 µM]	-5%	-6%	3%[57.1 µM]	-3%	i	-1%[57.1 µM]	17%	-3

Limited to Tb PGK inh (2 entries from above):
canonical_smiles	Tb PGK inh
O=C(Nc1nc2ccc(F)cc2s1)Oc1ccccc1	-12%
Cc1onc(-c2ccccc2)c1C(=O)Nc1nnc(N2CCCCCC2)s1	-4%

Screens as filed in PubChem BioAssay.

These rows are one share of the data (hit frequency here may not be typical).
